Screens: PubChem BioAssay, several laboratories
Tb MetRS inh – blocks T. brucei methionyl-tRNA synthetase activity; purified T. brucei MetRS, ATP depletion, Kinase-Glo luminescence; inhibition, % at 11.9 µM; hit rate 0.4% among 360,000; AID 624268;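 active = inhibition above a per-plate cutoff of the control wells' mean inhibition plus 3 SD, cut at about 5.5% in these data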;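 note: 0% = DMSO wells median and 100% = median of wells with control inhibitor compound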
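Dosing: 11.9 µM compound single dose, 0.9% DMSO; Assay system: purified T. brucei MetRS enzyme; Measured by: Kinase-Glo luciferase luminescence reporting remaining unconsumed ATP; Schedule: 15 min plus 2 h at 25 °C.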
FAS TE block – inhibitors of human fatty acid synthase thioesterase domain. recombinant FAS-TE, OMFH fluorogenic substrate, fluorescence endpoint. AID 602261. hit rate 0.67% among 360,000. inhibition, % at 15 µM;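 active = compounds whose normalised, plate-corrected inhibition of enzyme fluorescence in the single-dose primary screen is 50% or more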;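 note: 0% = DMSO with enzyme and 100% = substrate without enzyme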
PABP1 MLLE inh – inhibitors of microRNA-mediated deadenylation, human PABP1 MLLE binding. P11940. inhibition, % at 20 µM. GST-MLLE / FITC-PAM2 fluorescence polarization. hit rate 0.36% among 360,000; in the data active = inhibition above about 35%, passing the limit was not always enough;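 note: plate controls were DMSO wells with GST-MLLE for no effect and wells lacking GST-MLLE protein for full effect; some results filed as inactive read as strong as hits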
CendR NRP1 mod – alters CendR peptide binding to human NRP-1 | inhibition, % at 25 µM | hit rate 0.85% among 360,000 | O14786 | FAM-RPARPAR peptide binding to NRP-1, fluorescence polarization;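 active = inhibition or corrected inhibition above about 18%, plus a signal ratio from 0.5 to 1.5, limit read from the data, passing the limit was not always enough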; note: strong numbers were not always called active
eLon inh – inhibitors of E. coli Lon protease. AID 602123. hit rate 0.42% among 360,000. P0A9M0. inhibition, % at 7.94 µM. purified E. coli Lon protease, fluorescence polarization; in the data active = inhibition above about 13%, passing the limit was not always enough;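 note: 0% = enzyme with probe and DMSO and 100% = no enzyme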
Target sequence (P0A9M0 whole entry, looked up): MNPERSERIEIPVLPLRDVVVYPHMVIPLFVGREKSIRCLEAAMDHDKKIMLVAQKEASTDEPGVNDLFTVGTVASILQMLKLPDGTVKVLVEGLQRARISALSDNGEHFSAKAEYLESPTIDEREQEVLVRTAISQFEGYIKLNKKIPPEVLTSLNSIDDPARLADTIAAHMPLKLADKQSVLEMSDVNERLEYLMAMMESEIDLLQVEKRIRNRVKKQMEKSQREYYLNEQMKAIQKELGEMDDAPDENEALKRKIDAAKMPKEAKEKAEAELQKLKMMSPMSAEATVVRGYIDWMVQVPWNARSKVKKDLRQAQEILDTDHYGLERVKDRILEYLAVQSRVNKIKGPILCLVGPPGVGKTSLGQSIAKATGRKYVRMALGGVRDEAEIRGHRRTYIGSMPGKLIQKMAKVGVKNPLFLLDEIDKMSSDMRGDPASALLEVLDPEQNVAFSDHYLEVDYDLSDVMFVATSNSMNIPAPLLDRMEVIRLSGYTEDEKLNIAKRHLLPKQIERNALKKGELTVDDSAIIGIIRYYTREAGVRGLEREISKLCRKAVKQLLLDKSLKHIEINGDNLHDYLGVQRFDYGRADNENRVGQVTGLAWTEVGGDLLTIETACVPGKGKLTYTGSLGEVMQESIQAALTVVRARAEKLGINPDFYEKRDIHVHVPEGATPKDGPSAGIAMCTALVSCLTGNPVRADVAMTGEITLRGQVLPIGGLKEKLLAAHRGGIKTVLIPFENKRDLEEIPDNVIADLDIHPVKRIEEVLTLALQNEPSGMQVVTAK
SKN-1 inh – C. elegans SKN-1 inhibition; C. elegans VP596 Pgst-4::GFP/RFP ratio, acrylamide-induced, 24 h; inhibition, % at 21.8 µM; hit rate 0.49% among 360,000;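 active = interference check ratio from 0.5 to 1.5 plus GFP to RFP signal ratio inhibition reaching or exceeding a fixed threshold, cut at about 30% in these data, passing the limit was not always enough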; note: some compounds called inactive have numbers as strong as hits
MsrA inh – inhibitors of bovine MsrA. purified bovine MsrA, absorbance read-out. inhibition, % at 15.5 µM. hit rate 0.75% among 360,000; in the data active = inhibition above about 4.5%;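 note: 0% = vehicle wells with enzyme and 100% = reference inhibitor wells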
MT1-MMP act inh – blocks activation of human MT1-MMP. HT1080 RFP-PRO-GFP cells, GFP/RFP ratio fluorescence, overnight; percent of plate control window, DMSO zero. GFP/RFP ratio change, % at 20 µM. hit rate 0.061% among 360,000. P50281. AID 651647;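 active = GFP/RFP ratio change of at least 30% with cell ATP level not reduced by more than half and red fluorescence within 50% of control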; note: strong numbers were not always called active
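Test system: HT1080 cells expressing an RFP-PRO-GFP fluorescent reporter construct / Compound dosing: single-point 20 µM compound, 1% DMSO / Schedule: cells overnight before dosing, compound overnight, 37 °C, 5% CO2 / Evaluation: GFP/RFP fluorescence ratio / Control set: DMSO and RFP-L50D-GFP cell wells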
MsrA act – activates bovine MsrA enzyme; purified bovine MsrA, absorbance read-out; activation, % at 10.6 µM; hit rate 0.3% among 360,000; AID 602163; in the data active = activation above about 7.5%;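 note: 0% = vehicle and 100% = reference activator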
The depositor's hits bear a star; · = no result given.

Molecule	Tb MetRS inh	FAS TE block	PABP1 MLLE inh	CendR NRP1 mod	eLon inh	SKN-1 inh	MsrA inh	MT1-MMP act inh	MsrA act
COc1ccc(C(=O)OCC(=O)Nc2nnc(-c3ccccc3)o2)cc1	-0.4	-2	-5	-4	-1	-9	0.9	1	-9
COCCCNC(=S)N1CCN(S(=O)(=O)c2ccc(OC)cc2)CC1	0.2	-3	-121	1	-4	5	0.6	-1	-2
Cc1onc(-c2ccccc2)c1-c1csc(N/N=C/c2ccccc2Cl)n1	0.5	27	-2	11	-16	-4	2.1	-2	-3
Cc1ccc(S(=O)(=O)Nc2ccc3c(c2)C(=O)N([C@H](C)CO)C[C@H](C)[C@@H](CN(C)Cc2ccccc2)O3)cc1	0.0	6	16	-9	-5	0	0.7	-1	-1
CCNC(=O)C1CC(=O)N(c2ccc(Br)cc2)C1 (stereo not drawn)	-0.1	-5	-4	-8	-1	8	0.9	-1	-4
Cc1cccc(NC(=O)Nc2ccc(S(N)(=O)=O)cc2)c1	0.0	-2	6	8	-7	-7	1.2	2	-1
CCNC(=O)C1(C)CCCN(C(=O)c2cc(-c3ccccc3)cs2)C1 (stereo not drawn)	-0.3	-4	-5	8	-5	15	0.5	0	-1
CCCCN1CC(=O)N2[C@H](c3ccc(Cl)cc3)[C@@H]3C(=O)N(CC)C(=O)[C@@H]3[C@]2(Cc2ccccc2)C1=O	-0.2	-3	0	18	-10	-9	2.7	-5	-5
COCCCNC(=O)C1CCN(C(=O)c2cc3sccc3n2Cc2ccc(F)cc2)CC1	0.2	-6	-1	6	-6	9	0.9	5	-2
O=C(COC(=O)c1c(F)cccc1F)Nc1ccc(N2CCCCC2)cc1	0.0	7	-7	-9	-2	8	0.1	2	-2
CC(C)CC(=O)Nc1nnc(CSCc2ccc(F)cc2)s1	0.0	-8	16	0	4	2	-0.3	2	-3
Cc1csc(SCC(=O)Nc2cc(S(=O)(=O)N3CCOCC3)ccc2N2CCOCC2)n1	0.5	-4	10	1	4	6	1.2	-2	-2
CCCOc1c(Cl)cc(/C=N/O)cc1OCC	-1.7	-4	2	14	-3	12	1.9	0	-8
CCCn1c(=NC(=O)c2ccco2)c(C(=O)OCC)cc2c(=O)n3ccccc3nc21	-1.0	33	19	-14	-4	6	0.7	4	-9
Cc1cccc(NS(=O)(=O)c2cccc(C(=O)NCCCN3CCOCC3)c2)c1	-0.3	-6	-6	-7	-5	18	0.6	0	-2
O=C(c1scc2c1CCCC2)N1CCCCC1	0.2	-2	-1	1	5	18	0.3	-8	-3
CC1CCN(C(=O)c2ccc3c(c2)NC(=O)/C(=C/c2ccccc2)S3)CC1	0.1	5	8	-6	3	11	-0.1	-6	0
CC(=O)c1cccc(N(CC(=O)Nc2ccccc2F)S(C)(=O)=O)c1	-0.9	0	5	3	8	-5	1.3	2	-10
CCc1c(C)sc(NC(=O)c2cccs2)c1C(=O)OC(C)C	-1.4	29	6	-12	-7	14	-0.8	-8	-3
Cc1cc(NC(=O)NCC(F)(F)F)no1	-0.5	-5	1	3	-1	1	-1.5	3	-3
CCOc1ccc(C(=O)N2CCN(CC(=O)N3CCCC3)CC2)cc1OCC	-0.3	-6	5	-9	-2	-11	0.9	-1	0
O=C(N/N=C/c1ccc(Cl)cc1)c1nc2ccc([N+](=O)[O-])cc2c(=O)[nH]1	-0.4	18	2	-80	3	2	1.2	0	-5
Cc1ccsc1CNC1CCCCC1	-0.2	-8	13	-2	-4	18	0.1	-2	-3
Cc1nc2ccccc2nc1CN1CCN(Cc2ccc(F)c(F)c2)C(CCO)C1 (stereo not drawn)	-0.5	0	-6	-11	-7	-1	0.1	-5	-6
COC(=O)CSc1nnc(CNC(=O)c2cccs2)n1-c1cccc(C)c1	-0.7	-1	-9	-13	0	3	-1.1	1	-10
Cc1nn2c(NCCN(C)C)c3c(nc2c1-c1ccccc1)CCC3	-0.5	5	3	-4	12	-3	1.0	7	0
COc1ccc(-n2c(=S)[nH]c3ccccc3c2=S)cc1	0.5	16	31	1	8	15	-0.7	4	-12
NC(=NC(=O)c1ccc(Cl)cc1)N1N=CCC1c1ccccc1 (stereo not drawn)	-2.1	8	4	12	-5	10	-0.2	-2	-13
CCSc1cc(C)nc2c(-c3ccc(Cl)cc3)c(C)nn12	-0.2	1	12	-13	-4	-10	0.4	8	2
Cc1ccccc1NC(=O)/C(=C\c1cccs1)NC(=O)c1ccco1	-1.0	-10	5	-5	3	-1	3.2	4	-4
Cc1nn(CCCC(=O)NCc2ccccc2)c(=O)c2nccn12	0.5	-8	1	-8	-11	-9	0.2	1	-2
CCOC(=O)c1ccc(NC(=O)CCC(=O)OC)cc1	-1.1	-6	4	-10	-6	-19	-0.2	2	-2
O=C(CCCn1c(=S)[nH]c2ccccc2c1=O)NC1CCCCC1	-1.7	-7	-72	15	-7	-29	0.3	6	-6
CCCCCCCCn1cnc2c(N)c(C)c(C)cc21	-0.4	14	-4	-7	2	0	-1.5	-11	0
COc1ccc(NCC(=O)N/N=C2\CCc3ccccc32)cc1	0.3	1	-15	11	2	1	-0.3	-9	1
COc1ccc(S(=O)(=O)NNC(=O)C2CC(c3cccnc3)=NO2)cc1 (stereo not drawn)	-0.8	-3	4	1	-1	-2	1.7	3	-2
O=C(CC1c2cc(F)ccc2C=C(c2ccsc2)N1c1ccc(C#CCCO)cc1)c1ccco1 (stereo not drawn)	-0.3	19	·	-2	-9	17	1.7	-10	-6
COCCCNC(=O)Cn1nnc(-c2ccc(NC(=O)c3ccccc3F)cc2)n1	-1.4	-6	4	10	-12	-7	-0.4	2	-6
COCCNC(=O)c1cc(-c2cccc(OC)c2)on1	-1.1	-3	-3	-5	-8	-6	0.0	8	-6
CC(OC(=O)CNC(=O)c1ccc(Cl)c([N+](=O)[O-])c1)C(=O)NCc1ccco1 (stereo not drawn)	1.6	9	1	-7	0	2	-1.0	-1	-1
Cc1c(C(=O)NN)nn(-c2ccc(Cl)cc2)c(=O)c1C#N	-0.2	9	-2	-9	1	-4	1.0	9	-3
CC1=C(C#N)c2nc(N)c(C#N)c(C)c2/C1=C\c1ccc(-c2ccccc2C(=O)O)o1	1.3	4	-4	12	-6	43*	1.4	49	-5
Cc1ccc(C(=O)N[C@H](C(=O)Nc2cc(Cl)cc(Cl)c2)C(C)C)cc1	-0.6	-10	0	8	-2	11	0.5	16	-4
O=C(Nc1ccccn1)Nc1ccccc1Cl	1.2	0	-5	11	-6	31	1.3	-6	-3
COc1ccccc1-n1c(C)nc2cc(C(=O)NCc3ccc4c(c3)OCO4)ccc21	-0.2	-3	6	-14	4	5	0.0	6	-2
Cc1cc(=O)n2[nH]c(SCc3ccc(Cl)cc3)nc2n1	-0.4	-5	9	-9	-6	-3	0.9	-3	-3
O=C(Nc1cccc(O)c1)c1cccc(S(=O)(=O)N2CCCCCC2)c1	0.4	3	7	5	-5	-2	-1.4	7	3
Nc1cc(=O)[nH]c(SCC(=O)NC2CCCCCCC2)n1	-0.5	-11	6	1	-1	16	0.5	-2	-9
Cc1cc2ccccc2n1CCNC(=O)C(C)C	-0.3	-7	18	3	4	53*	0.4	26	0
CCCCNC(=O)C(=O)N/N=C/c1ccc(C(=O)OC)cc1	-1.6	-17	-1	-4	0	-7	-0.2	-5	-11

Later entries.
Molecule	Tb MetRS inh	FAS TE block	PABP1 MLLE inh	CendR NRP1 mod	eLon inh	SKN-1 inh	MsrA inh	MT1-MMP act inh	MsrA act
COc1ccc(CCNC(=O)c2c(N)no[n+]2[O-])cc1OC	-0.8	2	-7	-8	1	-50	-1.1	-2	-14
Cc1ccc(C(C)C)c(OCCNC(=O)c2ccccc2O)c1	0.1	28	1	1	-1	-4	-1.5	-6	0
O=C(NCc1ccccc1)C1=C[C@@H](c2ccc(Br)cc2)C[C@@H](OCc2ccc(CO)cc2)O1	-0.1	6	-4	15	3	12	0.3	1	-4
Cc1cnc(CNC(=O)c2csc(COCCO)n2)cn1	0.2	-6	5	-2	-7	14	-0.1	5	-3
COCCn1c(SCC(=O)Nc2cccnc2Cl)nc2ccccc21	-0.1	-1	-29	7	1	1	-0.1	0	-4
COP(=O)(OC)C(NC(=O)Nc1ccccc1)c1ccccc1 (stereo not drawn)	-1.1	-3	-4	3	-5	2	0.1	-4	-5
Cc1ccc(CN2CCN(CC(C)C)C(CCO)C2)s1 (stereo not drawn)	-0.7	-7	0	-8	-5	11	-0.5	0	-3
O=c1[nH]c(CN2CCc3ccccc32)nc2scc(-c3cccs3)c12	-0.1	4	-15	-17	-16	16	1.7	-4	-5
CCOC(=O)c1sc(NC(=O)c2ccccc2C(=O)O)c(C(=O)OCC)c1C	-0.6	-2	5	-5	-4	5	1.2	-2	-6
COc1ccc(-n2nnnc2CNC(=O)C2CC(=O)N(c3ccc(F)cc3)C2)cc1 (stereo not drawn)	0.0	-4	2	-9	-9	9	1.8	14	-8
COc1ccc(-c2cnc(N)n2C)cc1	-0.1	-4	-1	13	4	4	-0.1	3	-2
COc1cc2c(=O)n(CCC(=O)NCC3CCCO3)c(=O)n(CC(=O)Nc3ccc(C)cc3C)c2cc1OC (stereo not drawn)	-0.8	-2	1	9	6	0	-0.3	0	-6
CC(=O)Nc1ccc(NC(=O)CSc2nnc(-c3ccco3)o2)cc1	-0.1	-2	15	9	3	14	0.7	-1	-3
NC(=O)C1CCN(c2nc(-c3cccc(N)c3)cs2)CC1	-0.1	-9	6	-4	0	2	2.3	3	-4
Cc1ccc(CN2C(=O)CCC2C(=O)NCc2ccc3c(c2)OCO3)cc1 (stereo not drawn)	-0.3	-9	0	12	-1	-5	0.0	1	1
COc1cc(COc2ccc3c(C)c(CCC(=O)O)c(=O)oc3c2)cc(OC)c1OC	0.8	-1	23	2	-5	-1	1.2	1	-1
CN(C(=O)COC(=O)CSCc1cccc(Cl)c1)c1c(N)n(Cc2ccccc2)c(=O)[nH]c1=O	-0.3	-1	-6	-8	-10	-2	-1.1	1	-5
Cc1ccn2c(CNCc3cnn(C)c3)c(C(=O)N3CCCCCC3)nc2c1	-0.6	-5	-4	4	2	16	-0.3	-4	-1
O=C(N/N=C/c1cccc([N+](=O)[O-])c1)c1cccc(Br)c1	-0.6	11	17	-2	-8	7	0.9	4	-4
Cn1nnc(NC(=O)c2cccc(OCc3ccccc3)c2)n1	-0.2	-4	-9	2	-1	1	-0.3	0	-1
CN(C)C(=O)Cn1c(SCC(=O)Nc2ccc3c(c2)OCO3)nc2ccccc21	-0.9	-3	2	-3	2	22	0.6	-1	-4
Cn1c(SCC(=O)Nc2ccccc2F)nnc1-c1ccc(S(=O)(=O)N2CCOCC2)cc1	-0.3	-2	-1	0	1	6	1.4	9	-14
Cc1ccc(-n2nnc3c(=O)oc4ccccc4c32)cc1	-0.3	6	0	-2	8	-11	0.2	-1	-1

3 entries already listed, arranged by molar mass, largest number first:
Molecule	Tb MetRS inh	FAS TE block	PABP1 MLLE inh	CendR NRP1 mod	eLon inh	SKN-1 inh	MsrA inh	MT1-MMP act inh	MsrA act
CN(C(=O)COC(=O)CSCc1cccc(Cl)c1)c1c(N)n(Cc2ccccc2)c(=O)[nH]c1=O	-0.3	-1	-6	-8	-10	-2	-1.1	1	-5
COc1ccc(-n2nnnc2CNC(=O)C2CC(=O)N(c3ccc(F)cc3)C2)cc1 (stereo not drawn)	0.0	-4	2	-9	-9	9	1.8	14	-8
O=C(CCCn1c(=S)[nH]c2ccccc2c1=O)NC1CCCCC1	-1.7	-7	-72	15	-7	-29	0.3	6	-6
